Bioassay records deposited in PubChem by National Center for Advancing Translational Sciences (NCATS).
FBPA Giardia inh: qHTS Assay for Inhibitors of Fructose-1,6-bisphosphate Aldolase from Giardia Lamblia; A8B2U2; purified Giardia FBPA; Potency, µM (top dose mostly 59.6 µM), for the others: top-dose activity, negative = inhibition, usual class: inhibitors; hit rate 0.71% among 290,000; AID 2451, 2010; note: potency is the fitted concentration of half-maximal effect; nearly all actives have a fitted effect of over 55% in size
Target sequence (A8B2U2 whole entry, looked up): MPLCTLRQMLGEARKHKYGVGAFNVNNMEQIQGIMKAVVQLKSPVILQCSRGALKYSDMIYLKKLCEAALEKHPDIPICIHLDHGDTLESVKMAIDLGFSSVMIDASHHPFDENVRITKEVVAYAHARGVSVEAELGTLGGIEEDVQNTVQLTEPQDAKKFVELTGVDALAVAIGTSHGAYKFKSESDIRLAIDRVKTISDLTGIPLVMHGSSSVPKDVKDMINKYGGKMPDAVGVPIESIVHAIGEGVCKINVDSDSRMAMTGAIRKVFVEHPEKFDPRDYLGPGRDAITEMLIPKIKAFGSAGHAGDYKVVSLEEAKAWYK
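Giardia FBPA (40 nM reagent) was preincubated 10 min at RT with compound (up to 57.5 uM final), then substrate plus GAPDH/TPI/NAD/arsenate coupling system with diaphorase/resazurin was added; resorufin fluorescence (525/598 nm) was read after 20 min.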
AmpC no deterg: qHTS Inhibitors of AmpC Beta-Lactamase (assay without detergent); P00811; AmpC nitrocefin hydrolysis, absorbance 480 nm, 0.0001% Triton; Potency, µM (series often up to 57.1 µM), inactives show top-dose activity change, negative = inhibition, hits mostly inhibitors; hit rate 0.52% among 330,000; AID 485341, 2010;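 note: potency is the fitted concentration of half-maximal effect; plate controls were no compound for no effect and no enzyme for full effect; nearly all actives have a fitted effect of over 20% in size; some results filed as inactive show a strong effect at the top dose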
Target sequence (P00811 whole entry, looked up): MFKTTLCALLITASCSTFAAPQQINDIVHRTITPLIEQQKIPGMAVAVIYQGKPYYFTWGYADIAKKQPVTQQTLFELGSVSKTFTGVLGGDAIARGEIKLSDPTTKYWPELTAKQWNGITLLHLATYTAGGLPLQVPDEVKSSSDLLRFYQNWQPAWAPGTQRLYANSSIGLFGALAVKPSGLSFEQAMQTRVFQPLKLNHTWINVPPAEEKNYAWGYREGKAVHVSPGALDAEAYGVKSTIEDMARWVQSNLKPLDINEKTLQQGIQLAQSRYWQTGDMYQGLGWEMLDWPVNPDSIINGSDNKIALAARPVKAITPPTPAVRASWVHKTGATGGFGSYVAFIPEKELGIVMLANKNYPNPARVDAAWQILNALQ
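AmpC (5.3 nM in the dispensed reagent) in 20 mM phosphate pH 7.0 with 0.01% (detergent screen) or 0.0001% Triton X-100 was preincubated with compounds for 15 min at room temperature. Nitrocefin was then added from an 800 uM solution, and hydrolysis was followed at 480 nm.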
HCV inh: qHTS Assay for Inhibitors of Hepatitis C Virus (HCV); Potency, µM (doses to about 41.8 µM), for inactives: at the highest dose activity change, negative = inhibition, most hits filed as inhibitors; Huh7.5.1 HCVcc-Cre infection, luciferase reporter, 44 h; hit rate 3.4% among 340,000; note: potency is the fitted concentration of half-maximal effect
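A cell-based infection assay in which seeded cells (1,000 per well) receive test compound after 4 h, are inoculated with HCVcc-Cre at approximately 0.5 moi, and are incubated 44 h before luminescence detection.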
HCMV inh: qHTS Assay for inhibitors of the human cytomegalovirus (HCMV) | hit rate 4.5% among 410,000 | HFF cells, HCMV-luciferase reporter, 72 h; hits give low values | AID 1259415, 2018 | activity change, negative = inhibition, % at 57.5 µM; in the data active = activity change below about -60%; inconclusive = no clear call, values can overlap the other calls; inactive = above about -39%
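Screen run at 2 compound doses on HFFs infected with reporter HCMV, MOI 1 PFU/cell. Luciferase activity from cell lysates at 72 h post infection gave inhibition relative to buffer-only and Salinomycin wells.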
Sm TGR inh: qHTS Assay for the Inhibitors of Schistosoma Mansoni Peroxiredoxins. Schistosoma mansoni thioredoxin glutathione reductase (TGR), Q962Y6. purified TGR, DTNB reduction, TNB absorbance 405 nm. Potency, µM (doses to about 114 µM), inactives show top-dose activity change, negative = inhibition, hits mostly inhibitors. hit rate 3% among 360,000; note: potency is the fitted concentration of half-maximal effect; nearly all actives have a fitted effect of over 60% in size
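TGR 20 nM + NADPH 100 uM (dispensed conc.), cpd preinc 15 min RT; start with NADPH (500 uM addition) then DTNB (15 mM addition). Kinetic TNB absorbance, 405 nm filter. Four-parameter Hill fit across titration.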
AmpC inh detg: qHTS Inhibitors of AmpC Beta-Lactamase (assay with detergent); Potency, µM (top dose mostly 114 µM), without a hit: at the top dose activity change, negative = inhibition, usual class: inhibitors; AID 485294, 2010; hit rate 0.041% among 370,000; AmpC hydrolysis of nitrocefin, absorbance 480 nm, 0.01% Triton; P00811;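 note: potency is the fitted concentration of half-maximal effect; 0% = no-compound wells and -100% = no-enzyme wells; nearly all actives have a fitted effect of over 25% in size; some results filed as inactive show a strong effect at the top dose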
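AmpC (5.3 nM in the dispensed reagent) in 20 mM phosphate pH 7.0 with 0.01% (detergent screen) or 0.0001% Triton X-100 was preincubated with compounds for 15 min at room temperature. Nitrocefin was then added from an 800 uM solution, and hydrolysis was followed at 480 nm.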
The depositor's hits bear a star; ? = inconclusive; . = not tested or not shown; [ ] = dose if it differs, or a comment. Unless noted, calls come from the whole dose curve; as a rule, active = well fitted curve in the direction sought with a large enough effect; inconclusive = small, poorly fitted or top-dose-only effect, or another doubt; inactive = no such curve, though single readings can be large; an effect the other way counts as inactive or inconclusive. Unless noted, % is set by controls: 0 for no effect and ±100 for the full control effect.

SMILES | FBPA Giardia inh | AmpC no deterg | HCV inh | HCMV inh | Sm TGR inh | AmpC inh detg
CCc1ccc(CNC(=O)c2cnc3sc(N4CCCCCC4)nn3c2=O)cc1 | . | . | . | 0 | -2% | 21%
CC1(C)Cc2c(cnn2-c2cccc(F)c2)C(NC(=O)c2cc[n+]([O-])cc2)C1 (centres undefined) | 8% | 115%[activator] | 24% | -20 | 8% | 4%
Cc1ccccc1NC(=O)c1ccc([N+](=O)[O-])o1 | -9% | -11% | ? | -13 | -36% | 3%
Cc1ccc(-n2c(/C=C/c3cccc(C(F)(F)F)c3)nc3ccccc3c2=O)cc1 | . | . | . | -6 | 36%[activator] | 4%
S=C(NCc1cccs1)NCC1CCCO1 (centres undefined) | 0% | 1% | 0% | -16 | 11% | 0%
O=C(Nc1ccc(Cl)cc1C(=O)N1CCCCC1)c1ccco1 | 7% | -13% | 22% | 5 | 8% | -5%
CCC(=O)Nc1cccc(NC(C)=O)c1 | 1% | -4% | . | -3 | 2% | 0%
Cc1csc2ncnc(NNC(=O)c3ccc(Cl)cc3)c12 | -27% | -15% | 7.9µM* | -38 | -7% | -6%
Cc1ccc2oc(C(F)(F)C(F)F)cc(=O)c2c1 | 6% | -5% | 17% | 34 | 0% | 5%
O=c1[nH]c(/C=C\c2ccc(O)c(Cl)c2)nc(O)c1[N+](=O)[O-] | -20% | 17% | 0% | -32 | -1% | 5%
COc1cccc(/C=N/NC(=O)C(=O)N2CCCC2)c1OC | 5% | -5% | 7% | -11 | -8% | ?
CCCCCOc1ccc(N2C(=O)C3C4C=CC(C3C2=O)N(C)C4=O)cc1 (centres undefined) | 5% | 135%[activator] | 0% | -13 | 1% | ?
CCCOc1ccc(C2C(C(=O)c3ccc(C)o3)=C(O)C(=O)N2Cc2ccco2)cc1 (centres undefined) | . | 37% | ? | 3 | ? | 0%
CCOC(=O)c1ccc(CC(=O)c2ccc(O)cc2O)o1 | 3% | -29% | -6% | -11 | -22% | 2%
Cc1ccc(-n2c(=O)c3oc4ccccc4c3n(Cc3cccc(F)c3)c2=O)cc1C | . | . | . | ? | 0% | -2%
Cc1ccc(S(=O)(=O)Cc2cc(F)c([N+](=O)[O-])cc2[N+](=O)[O-])cc1 | -5% | -41% | ? | . | 1.8µM* | 0%
O=C1CCC([N+](=O)[O-])C(c2cc3c(cc2Br)OCO3)N1 (centres undefined) | 0% | -14% | 5% | -29 | -7% | -6%
N#Cc1ccccc1S(=O)(=O)N1CCN(C(=O)[C@H](Cc2ccccc2)NC(=O)c2ccco2)CC1 | . | 6% | -4% | 0 | -17% | ?
CS(=O)(=O)N(Cc1ccc(C(=O)NC2CCCCC2O)cc1)c1ccccc1 (centres undefined) | 1% | 49% | 14% | -22 | 3% | ?
CCN(CC)C(=O)[C@H]1CC(CC(=O)NCCCN(C)C)C(=O)N2CCc3c([nH]c4ccccc34)[C@]12C (some centres undefined) | . | 4% | 9% | 63 | . | .
COc1ccccc1CNC(=O)C1CCN(S(=O)(=O)N2CC(C)CC(C)C2)CC1 (centres undefined) | . | 15% | -25% | -4 | 3% | -1%
COc1ccc(CCNC(=O)C(=O)NCc2cccs2)cc1OC | 2% | -1% | ? | 27 | -2% | 5%
O=C(Nc1nncs1)c1cccc(S(=O)(=O)N2CCCC2)c1 | 9% | -25% | 9% | 3 | 4% | -1%
COc1ccc(-c2nc(SC(CC(=O)NCCN3CCOCC3)c3cccs3)n[nH]2)cc1 (centres undefined) | 2% | 21% | 6% | -17 | 5% | 0%
CN(c1ccccc1)S(=O)(=O)c1cccc(NC(=O)CSc2nccc(=O)[nH]2)c1 | . | -38% | 5% | -18 | . | .
COc1ccc(NC(=O)CN2CCN(CC(=O)Nc3ccccc3Cl)CC2)cc1Cl | -10% | 154%[activator] | 0% | 8 | 16% | -11%
COCCn1c(SCC(=O)N2CCC(C)CC2)nc2c([nH]c3ccccc32)c1=O | . | -5% | ? | 36 | 0% | -3%
CCC(=O)Nc1c(-c2ccc(Cl)cc2)c(=O)c2ccccc2n1C | 0% | -6% | 1% | -29 | 3% | 4%
CN(c1ccccc1)S(=O)(=O)c1cccc(NC(=O)COc2ccccc2)c1 | . | -21% | 10µM* | -9 | -1% | 4%
Cc1ccc(Oc2cc(NC(=O)CCCn3nc([N+](=O)[O-])cc3C)cc([N+](=O)[O-])c2)cc1 | 0% | -6% | ? | -20 | 0% | -2%

Record cards, from the list above.
COc1ccccc1CNC(=O)C1CCN(S(=O)(=O)N2CC(C)CC(C)C2)CC1 (centres undefined) is listed as FBPA Giardia inh: .; AmpC no deterg: 15%; HCV inh: -25%; HCMV inh: -4; Sm TGR inh: 3%; AmpC inh detg: -1%
N#Cc1ccccc1S(=O)(=O)N1CCN(C(=O)[C@H](Cc2ccccc2)NC(=O)c2ccco2)CC1 is listed as FBPA Giardia inh: .; AmpC no deterg: 6%; HCV inh: -4%; HCMV inh: 0; Sm TGR inh: -17%; AmpC inh detg: ?
COc1ccc(CCNC(=O)C(=O)NCc2cccs2)cc1OC is listed as FBPA Giardia inh: 2%; AmpC no deterg: -1%; HCV inh: ?; HCMV inh: 27; Sm TGR inh: -2%; AmpC inh detg: 5%

The results go on:
SMILES | FBPA Giardia inh | AmpC no deterg | HCV inh | HCMV inh | Sm TGR inh | AmpC inh detg
O=c1[nH]c(/C(Cl)=C/c2c(F)cccc2Cl)nc2cc(Cl)ccc12 | 7% | -16% | -26% | -36 | 0% | 5%
COC(=O)c1ccccc1NC(=O)NCc1c(C)nn(C)c1C | 17% | 43% | -33% | -10 | -1% | 1%
CCn1c2c(c3cc(C(=O)O)ccc31)CCCC2=O | 1% | -10% | 17% | -23 | -2% | -4%
Cc1nc2ccccn2c1C(=O)N/N=C/c1cc(C)n(-c2ccc(Br)cc2)c1C | -5% | 51% | 4µM* | ? | -12% | -5%
CCN(C(=O)Cn1c(=O)n(CC2CCC(C(=O)NC)CC2)c(=O)c2sccc21)c1ccccc1 (centres undefined) | . | . | . | 2 | 9% | 8%
C[C@H](N)C(=O)N1CCC(C(=O)N[C@@H](Cc2ccccc2)C(=O)Nc2ccc(F)cc2)CC1 | 16µM* | -19% | 10% | -13 | -2% | -10%
NC(=O)C[N+]1(CC#CC(O)(c2ccccc2)c2ccccc2)CCCC1 | 1% | -7% | 14% | 28 | ? | -1%
Fc1ccccc1N1CCN(CCCNc2ccc3nncn3n2)CC1 | 0% | -9% | -3% | 5 | -7% | -6%
Fc1ccc(-c2noc3ncnc(N4CCN(c5ccccc5)CC4)c23)cc1 | . | . | . | -1 | ? | 22%
OCCc1c[nH]c2cc(F)ccc12 | 9% | -5% | -4% | 29 | 6% | 1%
CC(=O)c1ccc(NC(=O)CSc2nc(-c3ccccc3C)nc3c2c(=O)n(C)c(=O)n3C)cc1 | . | . | . | 10 | 50µM* | 7%
COc1cccc(NC(=O)c2cnc(SCC(=O)NCc3ccc4c(c3)OCO4)n(C)c2=O)c1 | . | -10% | -6% | -26 | -18% | -8%
Cc1cc(=O)c2cc3nc(-c4cccnc4)oc3c(Br)c2o1 | -8% | -27% | . | . | -12% | -4%
O=C(O)CSc1nnc(-c2ccc3c(c2)OCO3)n1-c1ccccc1 | 18% | -22% | 14% | -24 | . | 4%
O=C(CSc1nc2ccccc2s1)NCc1ccc2c(c1)OCO2 | -3% | -31% | 1% | 51 | -11% | ?
CCCn1c(=O)sc2cc(NC(=O)c3ccccc3Cl)ccc21 | . | . | . | ? | -1% | 19%
CC(=O)NC(CC(=O)NCC(=O)Nc1ccc(F)c(F)c1)c1ccccc1 (centres undefined) | -6% | -6% | 1% | -31 | -32% | 3%
CCOC(=O)CSc1ccc2nnc(-c3ccccc3)n2n1 | 4% | -4% | -4% | 15 | 2% | ?
CCCCc1nc2ccccc2[nH]1 | -6% | -14% | 8% | -2 | 9% | 8%
CN1CCN(CC(=O)Nc2ccccc2C(F)(F)F)CC1 | ? | -4% | 8% | 29 | 19% | -15%
CCOC(=O)NNC(=O)NCCCCCCNC(=O)NNC(=O)OCC | 4% | -9% | 13% | 36 | 3% | -5%
Cc1ccc(NCc2cccnc2)c(Br)c1 | -16% | -22% | ? | -21 | -22% | ?
CCOc1ccc(NC(=O)CCc2c(C)noc2C)cc1OC | . | 6% | 0% | 0 | -5% | 3%
Cc1c(C(=O)NCCN(C)C)oc2ccc(S(=O)(=O)N3CCCC3)cc12 | -4% | -1% | -16% | 45 | 2% | 0%
CCOc1cc(-c2ccc(N)c(OCC)c2)ccc1N | -3% | 33% | ? | 71 | -5% | 3%
O=C(Cn1cc2c(n1)CCCCC2)Nc1ccc(F)cc1F | 2% | ? | 0% | -10 | 5% | ?
Cc1ccc(S(=O)(=O)N2CCN(C(=O)COC(=O)CCc3ccccc3)CC2)c(C)c1 | . | 53% | 6% | 23 | 3% | -2%
C[C@H](NC(=O)c1nc[nH]c1C(=O)NCCCCCNC(=O)OC(C)(C)C)C(=O)OCc1ccccc1 | -22% | 125%[activator] | 21% | 27 | 3% | 4%
Cc1ccc(-n2ncc3c(=O)n(CC#N)cnc32)cc1C | -6% | -9% | 6% | 33 | -5% | -27%
Cc1ccc(-n2ccnc2SCC(=O)O)cc1C | 15% | -18% | 15% | 0 | 10% | 1%
Cc1cc(C(F)F)n2ncc(C(=O)O)c2n1 | -4% | -10% | 5% | 35 | 0% | 1%
Cc1ccccc1OCC(=O)NCC(=O)N/N=C/C=C/c1ccccc1 | -8% | -19% | . | . | 0% | -2%
O=C(Nc1ccc2ncccc2c1)c1ccccc1 | 0% | -20% | -1% | 2 | 3% | -16%
CCOC(=O)c1c(C)[nH]c(C)c1S(=O)(=O)NCC1CCN(Cc2cccc(F)c2)CC1 | . | -5% | -15% | -11 | -11% | 2%
Cc1cc(=O)n2c(n1)NC(Nc1cccc(C)c1C)=NC2c1ccc(F)cc1 (centres undefined) | 0% | -27% | 6% | 69 | 4% | 0%
Cc1ccc(CSc2nnnn2C)cc1 | 3% | -2% | 5% | -38 | -17% | ?
Cc1csc(N(C(=O)c2ccc(S(=O)(=O)N(C)C)cc2)c2ccccc2)n1 | 9% | -3% | 3% | -30 | 2% | -2%
CCOc1ccccc1N1CCN(C(=O)CNC(=O)c2ccc(OC)c(OC)c2)CC1 | -2% | 88%[activator] | -27% | -18 | -2% | -9%
COc1ccccc1NS(=O)(=O)c1ccc(C(=O)NCCCN2CCOCC2)cc1 | . | 11% | 49%[activator] | -7 | 0% | -12%
CCCCn1nc(NC(=O)c2cccs2)c2cc3cc(OC)ccc3nc21 | -21% | -18% | 10µM* | -36 | 0% | -4%
CN(C(=O)c1ccncc1)C1CC(C)(C)N(O)C(C)(C)C1 | -28% | -25% | 11% | -11 | -3% | -10%
